Screening results: PubChem BioAssay, several laboratories
Shn3 3UTR inh – reduction of Shn3 3'UTR firefly luciferase signal, primary screen, Schnurri-3 inhibitor project, cell-based, Clone20 osteoblasts, set 2 | AID 588674, 2011 | 360,000 tested, 0.52% active | Clone20 osteoblast Shn3 3'UTR firefly luciferase, 24 h | inhibition, % at 12.5 µM;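 active means mean inhibition of at least 75% with every replicate also reaching 75%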;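 further: 0% = median of neutral control wells and 100% = pilot-screen positive control compound; some compounds past the cut are filed as inactive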
NR2E3 ag-1 – inhibitors of NR2E3-RetCOR corepressor binding, primary screen, NR2E3 agonist project, biochemical, TR-FRET, GST-NR2E3, biotin-RetCOR; AID 2300, 2010; 320,000 tested, 0.12% active; 1536-well; Photoreceptor-specific nuclear receptor (Homo sapiens), Q9Y5X4; inhibition of corepressor binding, % at 4.78 µM;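 active means percent inhibition above the cutoff of mean plus 3 SD of all tested compounds, set per screening campaign, cut at about 20% in these data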;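 further: 0% = DMSO wells and 100% = biotin wells as full block of FRET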
Target sequence (Q9Y5X4 whole entry, looked up): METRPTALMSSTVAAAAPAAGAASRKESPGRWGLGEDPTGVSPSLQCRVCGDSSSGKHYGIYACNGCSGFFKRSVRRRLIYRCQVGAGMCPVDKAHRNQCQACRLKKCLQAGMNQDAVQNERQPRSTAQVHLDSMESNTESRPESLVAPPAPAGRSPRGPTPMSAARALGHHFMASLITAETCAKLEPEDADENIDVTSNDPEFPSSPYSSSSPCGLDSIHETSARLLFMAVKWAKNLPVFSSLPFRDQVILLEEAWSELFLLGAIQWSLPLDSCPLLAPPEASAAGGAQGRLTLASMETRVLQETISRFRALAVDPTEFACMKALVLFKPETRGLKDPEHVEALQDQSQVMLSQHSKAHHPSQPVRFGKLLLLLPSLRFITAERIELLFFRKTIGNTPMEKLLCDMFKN
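Material: NR2E3–RetCOR corepressor complex | Quantity: 1.35 nM GST-tagged NR2E3 final | Schedule: 5 h at 4 °C | Replication: Singlicate compound wells | Reagent: RetCOR corepressor, biotinylated, 7 nM | Controls: Biotin wells as high control, 0.6% DMSO wells as low control | Signal: TR-FRET, Eu(K)-anti-GST donor, streptavidin-D2 acceptor, ex 340, em 617/671 nm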
KKLEB cytotox – cytotoxicity in KKLEB CF airway cells, primary screen, cytotoxicity control for CF NF-kB inhibitor project, cell-based, uHTS, fluorescence assay plates. activity change (cytotoxicity), % at 5 µM. 360,000 tested, 0.36% active. KKLEB CF airway cells viability, ATPlite luminescence, overnight; stronger effect = lower value; cells stimulated with P. aeruginosa culture filtrate;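 active means corrected activity change at or below -50% at 5 µM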
Peg3 prom inh – Peg3 promoter-driven luciferase inhibitors, primary screen, cell-based, HeLa, luciferase luminescence | HeLa PEG-Prom luciferase reporter, overnight | inhibition, % at 20 µM | 360,000 tested, 1.7% active;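 active means inhibition of at least 50% at 20 µM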
TRPM1 prom inh – inhibitors of MITF-dependent TRPM1 promoter reporter, primary screen, cell-based, SK-MEL-5, single point, luciferase | SK-MEL-5 TRPM1 promoter luciferase, 24 h | 330,000 tested, 0.83% active | AID 488899, 2010 | inhibition, % at 12.5 µM;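 active means mean inhibition across replicates of 60% or more, whatever share of single replicates reaches that level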; further: values of inactives mirror those of a sister screen read the other way
TROY signal inh – inhibitors of TROY-driven NF-kB signaling, primary screen, Q293 LMP1-TROYcd cells, NF-kB luciferase, uHTS; Q293 LMP1-TROYcd NF-kB luciferase reporter, 4 h; inhibition, % at 10 µM; AID 1347056, 2019; 360,000 tested, 0.98% active;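 active means compounds whose plate-normalised and pattern-corrected inhibition of the luciferase reporter signal at the single screening dose is 50% or more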
TWEAK Fn14 block – inhibitors of TWEAK-Fn14 signaling, primary screen, luciferase reporter cells, uHTS; inhibition, % at 10 µM; 360,000 tested, 2% active; TWEAK-stimulated Fn14 reporter cells, luciferase luminescence, 8 h; in the data active means inhibition above about 50%
HIF-2a block – HIF-2a reporter inhibitors, primary screen, luminescence, 786-0 RCC cells | 786-0 RCC cells HIF-2a reporter, luciferase luminescence, overnight | inhibition, % at 18.8 µM | 360,000 tested, 0.72% active;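 active means inhibition of the luminescence signal of 40% or more relative to plate controls, in a single-dose primary screen at 18.75 µM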
TRAIL sens C8 – viability loss with TRAIL in NB7+C8 cells, primary screen, TRAIL sensitizer project, cell-based, ATPlite luminescence. 360,000 tested, 1% active. inhibition (viability loss, TRAIL sensitization), % at 10 µM;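 active means compounds causing at least 50% loss of cell viability in the single-dose screen, relative to plate controls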
CF NFkB inh – inhibitors of PAF-induced NF-kB signaling, primary screen, cell-based, GFP fluorescence, uHTS | KKLEB NF-kB-GFP reporter, GFP fluorescence overnight | inhibition, % at 5 µM | 360,000 tested, 0.86% active | AID 588850, 2011;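 active means at least 50% inhibition at 5 µM, scaled per plate between neutral and stimulator controls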;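 further: PAF is a Pseudomonas aeruginosa culture filtrate used as stimulus; plate controls were PAF-stimulated DMSO wells for no effect and unstimulated DMSO wells for full effect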
NR2E3 ag-2 – NR2E3 agonists in two-hybrid cells, primary screen, cell-based, luminescence, CHO-S, Gal4-NCOR/VP16-NR2E3. Photoreceptor-specific nuclear receptor (Homo sapiens), Q9Y5X4. AID 602229, 2012. inhibition of corepressor binding, % at 3.98 µM. luciferase. 360,000 tested, 0.35% active;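 active means inhibition above the mean of all tested compounds plus 3 SD, cut at about 70% in these data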;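 further: 0% = DMSO with NR2E3 transfected cells and 100% = cells lacking NR2E3 construct; higher means lower luciferase signal from less NR2E3 corepressor binding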
* = called active by the depositor. A portion of the library; the hit share may differ from the screen's.

Results for Cc1cc(C(=O)COc2cccc(-n3cnnn3)c2)c(C)n1-c1ccccc1 ?
Shn3 3UTR inh: 43; NR2E3 ag-1: -2; KKLEB cytotox: -12; Peg3 prom inh: -86; TRPM1 prom inh: 22; TROY signal inh: -4; TWEAK Fn14 block: 44; HIF-2a block: -48; TRAIL sens C8: 38; CF NFkB inh: 8; NR2E3 ag-2: 14

What do the screens show for `CC(=O)Nc1ccc(NC(=O)CSc2nc(=O)n(Cc3ccncc3)c3c2CCC3)cc1`?
Shn3 3UTR inh: 6; NR2E3 ag-1: -5; KKLEB cytotox: -4; Peg3 prom inh: -7; TRPM1 prom inh: 10; TROY signal inh: 2; TWEAK Fn14 block: -1; HIF-2a block: 1; TRAIL sens C8: -17; CF NFkB inh: -4; NR2E3 ag-2: -4

Results for CN(Cc1ccccc1)C(=O)COC(=O)CN1C(=O)c2ccccc2C1=O ?
Shn3 3UTR inh: -6; KKLEB cytotox: -14; Peg3 prom inh: -7; TRPM1 prom inh: 2; TROY signal inh: 1; TWEAK Fn14 block: 7; HIF-2a block: 14; TRAIL sens C8: -4; CF NFkB inh: 10; NR2E3 ag-2: -13

What do the screens show for `CC12CC3CC(C)(C1)CC(CN1CCOCC1)(C3)C2`?
Shn3 3UTR inh: -9; NR2E3 ag-1: 3; KKLEB cytotox: 4; Peg3 prom inh: 17; TRPM1 prom inh: 8; TROY signal inh: 4; TWEAK Fn14 block: -3; HIF-2a block: 15; TRAIL sens C8: 4; CF NFkB inh: 2; NR2E3 ag-2: -22

Results for O=C(OCC(=O)N1CCc2ccccc21)c1ccc(Cl)nc1 ?
Shn3 3UTR inh: -5; NR2E3 ag-1: 2; KKLEB cytotox: -6; Peg3 prom inh: -25; TRPM1 prom inh: 13; TROY signal inh: -24; TWEAK Fn14 block: 19; HIF-2a block: -22; TRAIL sens C8: 1; CF NFkB inh: 8; NR2E3 ag-2: -2

How did CC(=O)N1C[C@H]2CON(C)[C@H]2C[C@H]1c1ccccc1Br do in these assays?
Shn3 3UTR inh: 3; KKLEB cytotox: 11; Peg3 prom inh: -1; TRPM1 prom inh: -2; TROY signal inh: 0; TWEAK Fn14 block: 6; HIF-2a block: 12; TRAIL sens C8: -11; CF NFkB inh: -8; NR2E3 ag-2: -9

What do the screens show for `CCN(CC)C(=O)C1=C(C)N(CCC2=CCCCC2)C(=O)C(CC(=O)NCc2cccc3ccccc23)C1` (stereo not drawn)?
Shn3 3UTR inh: 23; KKLEB cytotox: 4; Peg3 prom inh: 1; TROY signal inh: -9; TWEAK Fn14 block: -4; HIF-2a block: 0; TRAIL sens C8: 2; CF NFkB inh: -3; NR2E3 ag-2: -21

Results for CCCOC(=O)CSc1nnc(-c2ccc(Cl)cc2Cl)o1 ?
Shn3 3UTR inh: -17; NR2E3 ag-1: -1; KKLEB cytotox: -2; Peg3 prom inh: 1; TRPM1 prom inh: 6; TROY signal inh: -23; TWEAK Fn14 block: 20; HIF-2a block: 17; TRAIL sens C8: -2; CF NFkB inh: 12; NR2E3 ag-2: -10

How did CCN1CCCC1CNC(=O)c1cc2c(OC)cccc2[nH]1 (stereo not drawn) do in these assays?
Shn3 3UTR inh: 7; NR2E3 ag-1: 1; KKLEB cytotox: 7; Peg3 prom inh: -3; TRPM1 prom inh: 0; TROY signal inh: 18; TWEAK Fn14 block: 17; HIF-2a block: -17; TRAIL sens C8: 4; CF NFkB inh: 0; NR2E3 ag-2: -14

Results for CCN(CC)CCN(C(=O)c1ccc(Br)s1)c1nc2cc3c(cc2s1)OCCO3 ?
Shn3 3UTR inh: -6; NR2E3 ag-1: -1; KKLEB cytotox: 20; Peg3 prom inh: -71; TRPM1 prom inh: -11; TROY signal inh: -34; TWEAK Fn14 block: 0; HIF-2a block: -90; TRAIL sens C8: -13; CF NFkB inh: -37; NR2E3 ag-2: -11

How did Cc1ccc(C)c(N=Nc2nc3ccccc3n2C)c1 do in these assays?
Shn3 3UTR inh: 7; NR2E3 ag-1: 0; KKLEB cytotox: -21; Peg3 prom inh: -96; TRPM1 prom inh: -1; TROY signal inh: 31; TWEAK Fn14 block: 42; HIF-2a block: -158; TRAIL sens C8: 48; CF NFkB inh: -32; NR2E3 ag-2: -82

How did COc1ccc(C(=O)CC(SCC(NC(C)=O)C(=O)O)c2ccc(Cl)cc2)cc1OC (stereo not drawn) do in these assays?
Shn3 3UTR inh: 9; NR2E3 ag-1: 4; KKLEB cytotox: -22; Peg3 prom inh: 4; TRPM1 prom inh: -9; TROY signal inh: 2; TWEAK Fn14 block: 12; HIF-2a block: -23; TRAIL sens C8: 6; CF NFkB inh: 22; NR2E3 ag-2: -20

Results for Cc1cc(C)c(C(=O)CSc2nnc(C)c(=O)[nH]2)cc1C ?
Shn3 3UTR inh: -9; NR2E3 ag-1: 0; KKLEB cytotox: 3; Peg3 prom inh: 0; TRPM1 prom inh: 6; TROY signal inh: -27; TWEAK Fn14 block: -3; HIF-2a block: 10; TRAIL sens C8: 3; CF NFkB inh: -6; NR2E3 ag-2: 5

How did CC(C)(C)c1ccc(CC(=O)N2CCC2(C)C(=O)Nc2cccc3cccnc23)cc1 (stereo not drawn) do in these assays?
Shn3 3UTR inh: 12; KKLEB cytotox: -18; Peg3 prom inh: 24; TROY signal inh: -1; TWEAK Fn14 block: 9; HIF-2a block: 15; TRAIL sens C8: 6; CF NFkB inh: -16; NR2E3 ag-2: -20

What do the screens show for `COc1ccc(/C=N/NC(=O)c2ccn[nH]2)cc1COc1ccc(Cl)cc1Cl`?
Shn3 3UTR inh: -3; NR2E3 ag-1: 3; KKLEB cytotox: 3; Peg3 prom inh: 15; TRPM1 prom inh: -21; TROY signal inh: 13; TWEAK Fn14 block: 24; HIF-2a block: -61; TRAIL sens C8: -4; CF NFkB inh: -23; NR2E3 ag-2: -56

Results for Cc1cccc(NC(=O)C2CCCN(S(=O)(=O)c3c(C)nn(C)c3C)C2)c1 (stereo not drawn) ?
Shn3 3UTR inh: 3; NR2E3 ag-1: 4; KKLEB cytotox: 3; Peg3 prom inh: 4; TRPM1 prom inh: 11; TROY signal inh: 9; TWEAK Fn14 block: 4; HIF-2a block: 19; TRAIL sens C8: -15; CF NFkB inh: -12; NR2E3 ag-2: -2

What do the screens show for `CCN(CC)S(=O)(=O)c1ccc(N/N=C(\C)c2ccncc2)nc1`?
Shn3 3UTR inh: 8; NR2E3 ag-1: -8; KKLEB cytotox: 3; Peg3 prom inh: -5; TRPM1 prom inh: 4; TROY signal inh: 12; TWEAK Fn14 block: 19; HIF-2a block: 8; TRAIL sens C8: 3; CF NFkB inh: -18; NR2E3 ag-2: 2

How did CC1(c2cccc([N+](=O)[O-])c2)CC(C)(C)N(C(=O)c2ccccc2)c2ccccc21 (stereo not drawn) do in these assays?
Shn3 3UTR inh: 11; NR2E3 ag-1: -1; KKLEB cytotox: 6; Peg3 prom inh: 35; TRPM1 prom inh: 26; TROY signal inh: 13; TWEAK Fn14 block: 26; HIF-2a block: 17; TRAIL sens C8: 9; CF NFkB inh: -5; NR2E3 ag-2: 1

What do the screens show for `COc1cc(/C=C/C(=O)O)cc(S(=O)(=O)NCCCC(=O)O)c1OC`?
Shn3 3UTR inh: 0; NR2E3 ag-1: 0; KKLEB cytotox: 17; Peg3 prom inh: 13; TRPM1 prom inh: 5; TROY signal inh: 14; TWEAK Fn14 block: 11; HIF-2a block: 9; TRAIL sens C8: -2; CF NFkB inh: 2; NR2E3 ag-2: 6

Results for C=CCSc1nc2ccsc2c(=O)n1-c1cccnc1 ?
Shn3 3UTR inh: 6; NR2E3 ag-1: 5; KKLEB cytotox: -10; Peg3 prom inh: 4; TRPM1 prom inh: -7; TROY signal inh: 0; TWEAK Fn14 block: 7; HIF-2a block: 10; TRAIL sens C8: -4; CF NFkB inh: 9; NR2E3 ag-2: -14

How did CC1=C(C(=O)NC(C)C)C2(CCC(C)CC2)OC1=O (stereo not drawn) do in these assays?
Shn3 3UTR inh: 1; NR2E3 ag-1: -1; KKLEB cytotox: -4; Peg3 prom inh: 4; TROY signal inh: -6; TWEAK Fn14 block: 1; HIF-2a block: 6; TRAIL sens C8: 48; CF NFkB inh: -6; NR2E3 ag-2: -26

What do the screens show for `CN(CCc1ccccc1)C(=O)c1cccc(NC(=O)Cc2ccc([N+](=O)[O-])cc2)c1`?
Shn3 3UTR inh: 24; KKLEB cytotox: -13; Peg3 prom inh: 17; TRPM1 prom inh: -1; TROY signal inh: 19; TWEAK Fn14 block: -1; HIF-2a block: 1; TRAIL sens C8: 4; CF NFkB inh: -14; NR2E3 ag-2: -12

What do the screens show for `C[C@H](CO)N1C[C@H](C)[C@H](CN(C)C(=O)Nc2cccc(C(F)(F)F)c2)OCc2cnnn2CCCC1=O`?
Shn3 3UTR inh: -20; KKLEB cytotox: -5; Peg3 prom inh: 12; TROY signal inh: -10; TWEAK Fn14 block: 20; HIF-2a block: 5; TRAIL sens C8: -11; CF NFkB inh: -3; NR2E3 ag-2: -5

Results for COc1cccc(CNC(=O)CCC2CCCN(c3cc(C)nc(N4CCCC4)n3)C2)c1 (stereo not drawn) ?
Shn3 3UTR inh: 17; NR2E3 ag-1: -2; KKLEB cytotox: 6; Peg3 prom inh: 18; TRPM1 prom inh: -6; TROY signal inh: -5; TWEAK Fn14 block: -4; HIF-2a block: 12; TRAIL sens C8: 3; CF NFkB inh: 6; NR2E3 ag-2: -3

What do the screens show for `Cc1cc(C(=O)N2CCN(c3ncccn3)CC2)c2cc(F)ccc2n1`?
Shn3 3UTR inh: 11; NR2E3 ag-1: -3; KKLEB cytotox: -3; Peg3 prom inh: 21; TRPM1 prom inh: 0; TROY signal inh: 1; TWEAK Fn14 block: -3; HIF-2a block: 3; TRAIL sens C8: 0; CF NFkB inh: 14; NR2E3 ag-2: 11
